esBAF inh: SWI/SNF esBAF complex inhibition | mouse ES cells, Bmi1-luciferase knock-in reporter, 24 h; 100% = twice the neutral-well signal | reporter increase, % at 12.5 µM | hit rate 2% among 350,000 | AID 602393; in the data active = activation above about 40%;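 also: 0% = median of the plate's neutral control wells and 100% = double that signal; a rise in the Bmi1 reporter signal indicates esBAF inhibition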
RAD52 anneal inh: blocks human RAD52 DNA annealing; P43351; hit rate 0.46% among 360,000; inhibition, % at 18.7 µM; recombinant RAD52 DNA annealing, FRET fluorescence;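 active = every replicate showing at least 50% inhibition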
Target sequence (P43351 whole entry, looked up): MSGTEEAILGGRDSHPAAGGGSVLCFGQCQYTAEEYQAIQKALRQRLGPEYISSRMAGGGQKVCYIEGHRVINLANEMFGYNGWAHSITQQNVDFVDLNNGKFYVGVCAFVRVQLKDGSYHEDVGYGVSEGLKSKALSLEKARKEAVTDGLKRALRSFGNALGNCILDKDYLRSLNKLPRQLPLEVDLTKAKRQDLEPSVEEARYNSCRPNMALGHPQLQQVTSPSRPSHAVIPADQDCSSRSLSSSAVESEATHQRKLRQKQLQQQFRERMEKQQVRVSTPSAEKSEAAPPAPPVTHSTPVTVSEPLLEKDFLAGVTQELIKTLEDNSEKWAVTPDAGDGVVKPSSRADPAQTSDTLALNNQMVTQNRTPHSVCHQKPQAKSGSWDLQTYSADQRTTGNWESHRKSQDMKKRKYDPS
RAD54 branch: RAD54 (human) branch migration inhibition. Q92698. RAD54 Holliday junction branch migration, FAM/BHQ fluorescence. inhibition, % at 10.4 µM. hit rate 0.14% among 360,000;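 active = mean normalized replicate activity at least 40 and at least half of replicates scoring 40 or more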;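 also: 0% = median of neutral control wells and 100% = median of positive control wells; inhibitors cause a drop in the FAM fluorescence signal; in these data hits start at about 50%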
ERp5 inh: inhibitors of human ERp5 | ERp5 insulin aggregation, absorbance 650 nm, 90 min | Q15084 | hit rate 0.05% among 350,000 | inhibition, % at 9.99 µM | AID 651711;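 active = mean replicate inhibition above about 25%, with every replicate also reaching it, limit read from the data, passing the limit was not always enough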
Casp6 inh: inhibitors of human caspase-6 | P55212 | purified caspase-6, Z-VEID-R110 cleavage fluorescence | inhibition, % at 12.5 µM | hit rate 0.53% among 350,000;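 active = mean inhibition across replicates at least about 35%, with every replicate also reaching that limit, limit read from the data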;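 also: 0% = median of neutral control wells and 100% = no fluorescence left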
ARNT TACC3 PPI: ARNT/TACC3 interaction disruption; Q9Y6A5; AlphaScreen His-ARNT PAS-B/GST-TACC3 binding, luminescence; TACC3 fragment carries E629A point mutation; inhibition, % at 9.99 µM; hit rate 0.66% among 390,000; AID 623870;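 active = mean inhibition of replicates at least 50% and at least half of replicates each reaching 50%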;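 also: 0% = complete ARNT plus TACC3 wells and 100% = ARNT alone without TACC3; many hits fall short of the cut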
PglD inh: inhibitors of Campylobacter jejuni PglD acetyltransferase. purified PglD enzyme, DTNB colorimetric CoA detection. inhibition, % at 12.5 µM. hit rate 0.098% among 360,000. AID 602405; in the data active = inhibition above about 16%, passing the limit was not always enough; also: strong numbers were not always called active
E-sel inducer: induces E-selectin expression in human endothelial cells; HUVEC E-selectin immunofluorescence imaging; normalized: neutral wells 0, TNF-alpha wells 100; activation, % at 7.58 µM; hit rate 0.37% among 260,000; AID 686992;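 active = mean E-selectin-positive cell signal at least 10% of the positive control, reached in at least 60% of replicates, without over 20% cell loss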;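 also: in these data hits start at about 27%; measured in HUVEC primary endothelial cells; signal is the percent of cells scored E-selectin positive by PE staining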
Target sequence (P16581 whole entry, looked up): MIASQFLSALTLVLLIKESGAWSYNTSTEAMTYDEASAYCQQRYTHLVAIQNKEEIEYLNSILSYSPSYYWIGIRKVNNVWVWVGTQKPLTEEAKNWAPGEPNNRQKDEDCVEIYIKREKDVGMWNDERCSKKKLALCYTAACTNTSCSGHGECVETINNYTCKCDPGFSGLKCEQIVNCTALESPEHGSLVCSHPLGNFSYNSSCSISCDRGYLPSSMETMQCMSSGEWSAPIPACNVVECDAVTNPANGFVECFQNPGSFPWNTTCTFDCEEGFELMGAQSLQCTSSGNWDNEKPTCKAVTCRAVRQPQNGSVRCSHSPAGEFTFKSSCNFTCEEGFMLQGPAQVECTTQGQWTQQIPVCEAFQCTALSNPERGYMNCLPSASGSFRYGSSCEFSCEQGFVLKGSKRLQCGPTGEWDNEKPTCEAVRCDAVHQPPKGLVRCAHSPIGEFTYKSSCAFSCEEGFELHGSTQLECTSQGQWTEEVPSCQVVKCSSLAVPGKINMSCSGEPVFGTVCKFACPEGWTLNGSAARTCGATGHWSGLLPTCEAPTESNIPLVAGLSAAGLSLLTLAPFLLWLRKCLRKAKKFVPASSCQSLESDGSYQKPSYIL
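System: HUVEC / Compound: single concentration / Signal: immunofluorescence imaging / Read-out: percent E-selectin-positive cells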
Starred values were filed as active, the others as inactive; · = not tested or not shown; & = joins results of further samples.

SMILES	esBAF inh	RAD52 anneal inh	RAD54 branch	ERp5 inh	Casp6 inh	ARNT TACC3 PPI	PglD inh	E-sel inducer
Clc1ccc(CNC2CCCC2)cc1	-8	·	2	·	·	5	-2	·
CNC[C@H]1Oc2cc(-c3cncnc3)ccc2S(=O)(=O)N([C@H](C)CO)C[C@@H]1C	0	-108	2	-6	0	4	-8	0.2
C[C@@H]1CN([C@H](C)CO)S(=O)(=O)c2ccc(C#C[C@@H](C)O)cc2O[C@@H]1CN(C)C(=O)CN(C)C	2	-4	3	-11	-3	-12	1	0.0
COc1cc([N+](=O)[O-])ccc1-c1ccc(/C=N/NC(N)=O)o1	5	-127	-10	1	8	-3	0	0.1
Cc1ccc(C(=O)CC2(O)C(=O)N(C)c3ccccc32)o1 (centres undefined)	-3	4	-4	1	-1	-4	2	0.1
C/C=C/c1ccc([C@H]2[C@@H](CNC(=O)C3CC3)N(C(=O)NCCC)[C@H]2CO)cc1	4	-44	0	2	-1	-5	-2	0.0
Cc1nc2ccccc2c(=O)n1CCc1ccccc1	14	-6	2	6	6	1	1	·
O=C(C1CCC1)N1CCc2cc(S(=O)(=O)NCC3COc4ccccc4O3)ccc21 (centres undefined)	-8	·	5	·	·	-12	-2	·
COC(=O)Cn1c(=O)oc2ccc(C)cc21	·	-7	·	-1	1	·	·	-0.3
C[C@H](CO)N1C[C@H](C)[C@@H](CN(C)S(=O)(=O)c2ccc(F)cc2)Oc2ncc(-c3ccncc3)cc2C1=O	-5	-2	-12	-2	-1	-2	1	-0.2
Fc1ccc(Nc2nc(Oc3ccccc3F)nc(N3CCCC3)n2)cc1	-4	·	14	·	·	-5	1	·
CCOC(=O)[C@H]1[C@H]2COc3cc(OC)ccc3[C@@H]2N2C(=O)CN(Cc3ccc(C)cc3)C(=O)[C@@]12C	1	-62	-1	-3	3	-3	8	-0.1
COc1cccc(S(=O)(=O)N2C[C@H](O)COC[C@@H]3O[C@@H](CC(=O)N4CCCCC4)CC[C@H]32)c1	-2	-6	1	1	0	-24	-5	0.0
CCSc1nn2c(=O)c3ccccc3nc2s1	22	·	-4	·	·	3	-2	·
CCCCNC(=O)C(NC(=O)c1ccccc1)C(=O)c1ccccc1 (centres undefined)	·	-7	·	3	1	·	·	4.9
C/C(Cc1ccccc1)=N\NC(=O)CNC(=O)c1ccc(Cl)cc1	·	-17	-11	-5	-1	-3	-3	-0.1
Cc1ccc(S(=O)(=O)Nc2ccc3c(c2)CC(=O)N([C@H](C)CO)C[C@H](C)[C@@H](CN(C)Cc2ccc(C(=O)O)cc2)O3)cc1	·	-3	·	4	2	·	·	0.8
COc1ccc(-c2ccc(=O)n(Cc3cccc(Cl)c3)n2)cc1	-8	13	0	1	4	25	-1	0.1
COc1ccc(NC(=O)N(C)C[C@@H]2OCCCC[C@@H](C)Oc3ccc(NC(=O)Nc4ccc(C(F)(F)F)cc4)cc3C(=O)N([C@H](C)CO)C[C@@H]2C)cc1	-3	22	10	2	2	-3	2	0.0
CCCCC(CC)C(=O)Nc1cc(C(=O)NCCC)ccc1N1CCC2(CC1)CC(c1cccc(Br)c1)=NO2 (centres undefined)	-5	-26	-3	0	-1	2	7	-0.1

Some of these compounds in order of their number in ERp5 inh, falling.
SMILES,ERp5 inh
Cc1ccc(S(=O)(=O)Nc2ccc3c(c2)CC(=O)N([C@H](C)CO)C[C@H](C)[C@@H](CN(C)Cc2ccc(C(=O)O)cc2)O3)cc1,4
COc1ccc(-c2ccc(=O)n(Cc3cccc(Cl)c3)n2)cc1,1
CCOC(=O)[C@H]1[C@H]2COc3cc(OC)ccc3[C@@H]2N2C(=O)CN(Cc3ccc(C)cc3)C(=O)[C@@]12C,-3

The listing continues.
SMILES	esBAF inh	RAD52 anneal inh	RAD54 branch	ERp5 inh	Casp6 inh	ARNT TACC3 PPI	PglD inh	E-sel inducer
O=C(COC(=O)/C=C/c1ccccc1)NCCNC(=O)COC(=O)/C=C/c1ccccc1	-3	-11	·	0	-3	-7	·	1.7
CCC(=O)N1CCc2cc(S(=O)(=O)N3CCN(c4ccccc4Cl)CC3)ccc21	-1	3	1	2	1	-5	0	·
CCc1nc2c(sc3nc4c(cc32)COC(C)(C)C4)c(=O)n1Cc1ccccc1	-1	·	-1	·	·	5	2	·
O=S(=O)(c1cc(C(F)(F)F)ccc1Cl)N1CCN(c2ccccn2)CC1	2	-12	6	0	2	-14	-2	0.1
CCNc1sc(C(=O)c2cccs2)c(N)c1-c1nc2ccccc2s1	23	·	8	·	·	-37	8	·
O=C(COC(=O)CCSc1ccccc1)NCc1ccccc1	7	-16	-10	2	0	-22	-1	-1.4
COc1ccc(Br)cc1/C=N/NC(=O)c1ccc(OC)c(OC)c1	·	6	·	1	-7	12	·	-0.3
O=c1c2ccccc2[nH]c(=S)n1Cc1cccnc1	-3	2	10	4	-5	1	-1	·
Cn1cc2ccc(N)cc2n1	7	7	12	3	0	13	-1	0.0
CCCNC(=O)[C@@H]1[C@@H](CO)[C@@H]2Cn3c(ccc(-c4ccc(F)cc4)c3=O)[C@@H]2N1CC1CC1	-4	2	13	-2	0	4	-5	-0.2
CCCCC(=O)NNC(=O)N1c2ccccc2Sc2ccccc21	0	-13	-5	4	-2	2	-4	·
Cc1ccc2c(=O)oc(N(C)C)nc2c1	-7	-7	·	5	5	-15	·	·
CCS(=O)(=O)c1ccc2oc(Nc3cc(Cl)ccc3OC)nc2c1	1	-18	-3	2	-1	-32	4	1.1
O=C(Nc1ccc(-c2nc3ccccc3[nH]2)cc1)c1c(F)c(F)c(F)c(F)c1F	-4	-12	-5	12	-1	4	7	0.9
CC(C)NC(=O)Nc1ccc2c(c1)C(=O)N([C@H](C)CO)C[C@@H](C)[C@H](CN(C)S(=O)(=O)c1cn(C)cn1)OCCCC[C@@H](C)O2	4	-1	0	4	3	-8	-2	·
CC(C)=C1SC(N2CCN(c3ccc(C)c(Cl)c3)CC2)=NC1=O	·	-4	·	-1	-7	-2	·	·
CC(=O)C1=C(C)NC(SCC(=O)c2ccc(F)cc2)=C(C#N)C1CC(C)C (centres undefined)	·	-54	·	6	6	-11	·	3.0
COc1ccc(OC)c(C(=O)/C=C/c2cccnc2)c1	1	-2	4	-1	-4	-11	-4	-0.2
COC(=O)c1cc2n(n1)CCN(Cc1ccccc1F)C2=O	-3	·	0	·	·	-7	-7	·
Cc1ccc(NC(=O)CCC(=O)c2cc(C)sc2C)nc1	-9	-50	·	3	-2	-1	·	0.7
COc1cccc(NC(=O)CCN2CCN(C)CC2)c1	-3	5	-2	4	-3	-3	-3	·
CO[C@@H]1CN(C)C(=O)c2cc(NC(=O)C3CCC3)ccc2OC[C@@H](C)N(C(=O)CN(C)C)C[C@@H]1C	-1	21	1	-4	-1	0	-1	-0.2
O=C(O)C1=CC[C@@H](c2ccc(Cl)cc2)N(S(=O)(=O)c2ccc(Cl)cc2)[C@H]1c1ccc(F)cc1	-8	-5	8	0	8	-2	-7	·
Cc1ccc(NC2c3ncccc3C(=O)N2Cc2ccco2)c(C)c1 (centres undefined)	·	-10	-8	2	15	4	9	·
C[C@H]1CN([C@@H](C)CO)C(=O)CCCn2cc(nn2)CO[C@H]1CN(C)C(=O)CCCN(C)C	2	2	-1	1	-11	0	-1	-0.1
Cc1noc(C)c1NC(=O)Nc1cccc2c1O[C@@H](CN(C)Cc1ccc(C(=O)O)cc1)[C@@H](C)CN([C@@H](C)CO)C2=O	0	4	6	-2	-1	-11	-2	·
CN1C(=O)c2cc(NC(=O)Nc3ccccc3)ccc2OC[C@@H]2O[C@@H](CC(=O)O)CC[C@@H]21	-2	·	-3	6	·	-2	0	0.0
COc1ccc(-c2ccc([C@H]3[C@H]4CN(C(=O)C5CCCC5)CC(=O)N4[C@H]3CO)cc2)cc1	·	-11	·	-1	4	·	·	0.0
CCOC(=O)c1cc2c(=O)n3ccccc3nc2n(C(C)C)c1=NC(=O)c1c(-c2ccccc2Cl)noc1C	·	-9	·	-2	-3	1	·	-0.1
O=C(c1cc2nc(-c3ccc(Cl)cc3)cc(C(F)(F)F)n2n1)N1CCOCC1	·	-9	·	0	1	-6	·	·
O=C(Nc1ccc2c(c1)OCCO2)C1c2ccccc2OCC(=O)N1Cc1ccccc1 (centres undefined)	·	-14	·	-3	-4	·	·	2.8
COc1cccc(NC(=O)CCN2C(=O)c3ccccc3Sc3ncccc32)c1	-1	-20	-5	-1	0	-1	-4	·
CCN(CC)C(=O)C1=C(C)N(Cc2ccc(F)cc2)C(=O)C(CC(=O)NCc2ccco2)C1 (centres undefined)	-3	-13	-3	6	-1	·	4	9.1
O=C(NC(O)C(=O)c1ccccc1)c1cccs1 (centres undefined)	8	-19	-13	-5	-1	-6	-6	·
CN(C)C(=O)c1cccc(-c2ccc(C3[C@H]4CNC[C@@H]3N4C(=O)NC3CCCC3)cc2)c1 (some centres undefined)	·	-9&-10	·	0&5	3&-14	·	·	-0.1&0.1
O=C(NCc1ccc2c(c1)OCO2)c1ccc2c(c1)OCCO2	21	·	3	·	·	-10	4	·
CC[n+]1c(C)cc(C)n1-c1ccccc1	·	-2	·	-2	-3	-36	·	·
C[C@H](CO)N1C[C@H](C)[C@H](CN(C)C(=O)C2CCCCC2)OCCCC[C@H](C)Oc2ccc(NS(=O)(=O)c3ccc(F)cc3)cc2C1=O	11	0	-7	1	-1	-7	0	-0.1
COC(=O)c1ccccc1NC(=O)c1cnc2sccn2c1=O	3	·	1	·	·	2	4	·
Cc1ccc(C)c(OCc2n[nH]c(=S)o2)c1	·	-21	9	0	-1	-2	3	·
O=c1cc(CN2CCN(c3cccc(Cl)c3)CC2)c2cc(O)c(-c3ccccc3)cc2o1	-4	·	-4	·	·	-2	-3	·
O=S(=O)(c1ccc2ccccc2c1)N1CCN(S(=O)(=O)N2CCOCC2)CC1	2	·	8	·	·	-5	0	·
COc1ccccc1C=Cc1ccnc2ccccc12	82*	-65	2	-4	-3	4	5	1.9
Cc1cc(C(=O)CSc2nnc(-c3ccco3)o2)c(C)n1CC1COc2ccccc2O1 (centres undefined)	-6	·	2	·	·	0	-4	·
Cc1n[nH]c(=O)c2c(NC(=O)CSc3c(Cl)cccc3Cl)oc(C)c12	·	-12	·	0	0	·	·	0.4
CCCC(C(=O)n1nc(C)cc1C)C(NS(=O)(=O)c1ccc(C)cc1)c1ccccc1 (centres undefined)	2	·	-3	·	·	-15	4	·
O=C(CSc1nc2ncc(Cl)cc2[nH]1)c1c[nH]c2ccccc12	·	-84	-6	-38	0	26	-4	24
CN(C)c1ccc(S(=O)(=O)N2CCC(Cc3ccccc3)CC2)cn1	21	2	-3	-6	-6	-6	-1	-0.5
O=C(Nc1ccc2c(c1)OCCO2)c1cccc(Cl)c1Cl	88*	-8	2	-2	2	-6	1	0.4
CN(C)C(=O)c1ccc(-c2ccc([C@@H]3[C@H](C#N)N(C(=O)Cc4ccccn4)[C@H]3CO)cc2)cc1	-5	-21	0	5	1	-19	0	-0.3
CCc1nc(N2[C@@H](C#N)[C@H](c3ccccc3-c3ccc(F)cc3)[C@@H]2CO)sc1C	·	2	·	16	1	·	·	0.1
CC(C)(C)CN1C(N)=NC[C@@H]1c1ccccc1	-2	·	-17	·	·	-3	-4	-0.1
Cc1cc(OCC(=O)Nn2cnnc2)ccc1Br	-7	-7	2	0	2	25	4	·
COc1ccc(N(Cc2cc3ccccc3[nH]c2=O)S(=O)(=O)c2ccccc2)cc1	3	-7	9	-1	7	-1	-3	0.2
CCc1cc2c(=O)c(-c3ccc4c(c3)OCCO4)c(C)oc2cc1OS(C)(=O)=O	10	·	0	·	·	-2	5	·
C[C@@H]1CCCCO[C@H](CN(C)Cc2ccccc2)[C@H](C)CN([C@H](C)CO)C(=O)c2cc(NC(=O)CCC(F)(F)F)ccc2O1	-2	9	-13	1	-1	0	1	-0.1
CNC(=S)NN=C(C)CCCC(C)=NNC(=S)NC	·	-1	·	9	-1	5	·	·
COc1cccc(NC(=O)c2ccc3c(c2)OCO3)c1	-4	-5	-2	-2	1	3	4	·

From PubChem
